# Screening results (PubChem BioAssay)
# S1P4 ag: human S1P4 receptor agonism; O95977; S1P4-expressing cell line, agonist reporter assay; activation, % at 4.98 µM; hit rate 0.35% among 220,000; AID 1509; in the data active = activation above about 11%;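 also: 0% = DMSO vehicle and 100% = reference agonist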
# Runt-CBFb FRET: Runt domain-CBFb interaction inhibition; inhibition, % at 20 µM; AID 1496; Q01196+Q13951; hit rate 0.46% among 220,000; Cerulean-Runt/Venus-CBFb FRET ratio 530/480, 1 h;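 active = inhibition over about 50% at 20 µM in the single-dose screen, limit read from the data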;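 also: 0% = DMSO wells and 100% = excess unlabeled CBFb competitor control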
# Target sequence (Q01196 whole entry, looked up, the tested form may be a part): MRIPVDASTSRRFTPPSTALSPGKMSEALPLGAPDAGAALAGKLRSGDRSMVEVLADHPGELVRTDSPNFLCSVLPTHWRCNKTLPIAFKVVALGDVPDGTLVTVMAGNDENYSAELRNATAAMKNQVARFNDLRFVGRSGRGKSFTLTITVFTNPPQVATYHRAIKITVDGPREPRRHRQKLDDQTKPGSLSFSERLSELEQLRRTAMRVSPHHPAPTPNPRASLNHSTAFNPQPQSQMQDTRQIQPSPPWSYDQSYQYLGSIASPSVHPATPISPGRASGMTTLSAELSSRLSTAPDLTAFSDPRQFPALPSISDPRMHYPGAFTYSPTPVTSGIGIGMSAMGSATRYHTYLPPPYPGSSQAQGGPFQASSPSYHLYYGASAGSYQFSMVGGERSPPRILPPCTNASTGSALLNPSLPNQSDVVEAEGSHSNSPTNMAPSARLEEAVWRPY
# Target sequence (Q13951 whole entry, looked up, the tested form may be a part): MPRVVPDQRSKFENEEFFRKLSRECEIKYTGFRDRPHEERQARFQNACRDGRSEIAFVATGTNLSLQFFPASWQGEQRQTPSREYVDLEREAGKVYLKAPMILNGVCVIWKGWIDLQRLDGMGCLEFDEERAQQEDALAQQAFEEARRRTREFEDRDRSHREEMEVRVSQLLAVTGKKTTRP
#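 Assay system: Cerulean-Runt domain / Medium: Tris 50 mM pH 7.5, KCl, K2SO4, 0.01% BSA / Timing: protein complex preformed 1 h, compound exposure 1 h, room temperature, dark / Measured by: FRET, excitation 422 nm, emission at 530 and 480 nm / Evaluation: loss of energy transfer signal / Control set: 5 µM unlabeled CBFb as full-inhibition high control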
# NPY-Y1 antag: blocks the human neuropeptide Y Y1 receptor | P25929 | HEK293-CNG Y1 cells, membrane potential fluorescence; NPY at EC95, then isoproterenol | inhibition, % at 3.6 µM | hit rate 1% among 200,000 | AID 1040;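 active = inhibition above the campaign mean inhibition of all tested compounds plus 3 SD, cut at about 20% in these data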;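 also: 0% = DMSO wells given NPY plus isoproterenol and 100% = isoproterenol alone without NPY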
#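 Material: Y1- and CNG-channel-expressing HEK293 cells / Probe or stimulus: NPY 25 nM then isoproterenol 1 µM plus Ro 20-1724 25 µM / Doses: 3.6 µM single dose, DMSO 0.4% / Schedule: compound incubation 1 h at room temperature, readout 45 min post-stimulation / Signal: membrane potential fluorescence / Benchmarks: isoproterenol-only wells as full block versus NPY-plus-isoproterenol wells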
# NPY-Y2 PAM-ag: potentiates or activates human NPY-Y2 receptor | AID 1359 | activation, % at 3.6 µM | P49146 | cells expressing NPY-Y2, potentiator/agonist read-out | hit rate 0.45% among 220,000; in the data active = activation above about 27%;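 also: cells stimulated with NPY near EC25 plus isoproterenol at EC100; 0% = vehicle plus submaximal agonist and 100% = vehicle plus saturating agonist; some results beyond the cut were filed as inactive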
# BaF3 tox: reduces parental Ba/F3 cell viability, JAK2V617F counter-screen | CellTiter-Glo ATP luminescence | inhibition, % at 5.6 µM | hit rate 1.1% among 220,000 | AID 1486;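 active = inhibition above a per-campaign cutoff, the mean inhibition of all tested compounds plus 3 SD, cut at about 27% in these data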;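 also: 0% = DMSO wells and 100% = JAK Inhibitor I control wells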
# NPY1 pot ag: potentiators or agonists of human neuropeptide Y receptor Y1 | hit rate 0.37% among 220,000 | NPY-Y1 expressing cells, potentiator/agonist activation | activation, % at 3.6 µM | P25929; in the data active = activation above about 33%, passing the limit was not always enough;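 also: cells stimulated with NPY at EC10 then isoproterenol at EC100; 0% = low agonist plus stimulus and 100% = saturating agonist plus stimulus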
# Ba/F3 V617F tox: loss of viability in JAK2V617F-driven Ba/F3 cells. Ba/F3 EpoR-JAK2V617F viability, ATP luminescence. inhibition, % at 5.6 µM. hit rate 1.1% among 220,000. AID 1446;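 active = inhibition above the campaign mean plus 3 SD over all tested compounds, cut at about 24% in these data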;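 also: cytokine-independent growth of Ba/F3 cells driven by EpoR plus mutant JAK2; 0% = DMSO-treated cells and 100% = JAK inhibitor I control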
# RBBP9 inh: inhibitors of human serine hydrolase RBBP9; inhibition, % at 7.94 µM; hit rate 0.2% among 220,000; recombinant RBBP9, FP-Rh probe fluorescence polarization; AID 1515; O75884;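 active = inhibition above the campaign mean of all tested compounds plus 3 SD, cut at about 14% in these data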;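 also: plate controls were DMSO wells with RBBP9 for no effect and wells lacking RBBP9 protein for full effect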
# Target sequence (O75884 whole entry, looked up): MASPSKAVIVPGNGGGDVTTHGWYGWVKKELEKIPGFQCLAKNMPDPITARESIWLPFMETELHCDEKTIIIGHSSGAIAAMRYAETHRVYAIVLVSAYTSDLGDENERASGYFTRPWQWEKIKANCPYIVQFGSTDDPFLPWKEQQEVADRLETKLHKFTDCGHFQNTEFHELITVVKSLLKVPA
#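 Measured by – fluorescence polarization · Test system – RBBP9 protein · Input – 2.5 µM RBBP9 dispensing solution, before mixing · Measure – percent inhibition from mP, scaled between DMSO and no-protein wells · Benchmarks – DMSO-treated enzyme wells and wells lacking RBBP9 · Times – preincubation 30 min plus labeling 45 min at 25 °C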
# S1P4 antag: antagonists of human S1P4 receptor. O95977. S1P4-expressing cells, antagonist mode, reporter read-out. inhibition, % at 4.98 µM. hit rate 0.26% among 220,000. AID 1510; in the data active = inhibition above about 29%;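 also: 0% = wells stimulated with agonist and 100% = vehicle wells without agonist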
# * hit, by the source's call; x = not tested or not shown.
nr	SMILES	Ba/F3 V617F tox	NPY-Y1 antag	S1P4 antag	NPY-Y2 PAM-ag	NPY1 pot ag	RBBP9 inh	BaF3 tox	S1P4 ag	Runt-CBFb FRET
1	O=C(COc1ccccc1)NNc1nc2ccccc2s1	-5	x	0	-8	-11	-3	-1	0.2	8
2	NC(=O)c1ccccc1NC(=O)CN1CCOCC1	-3	9	9	6	15	-6	3	0.0	0
3	CCOc1ccc(S(=O)(=O)N2CCCCC2)c(C)c1C	4	5	-8	-14	-9	-6	7	-0.8	-4
4	CC1=CC(=C(C#N)C#N)C=C(C)N1CCC(C)C	4	4	-15	-7	-1	-5	3	2.3	0
5	CC(C)CN(C(=O)CSc1nnc(-c2ccco2)o1)c1c(N)n(Cc2ccccc2)c(=O)[nH]c1=O	0	-3	-4	-2	-18	-4	5	-1.2	-4
6	Cc1cccnc1NC(=O)C1COc2ccccc2O1 (configuration not stated)	1	1	2	-2	6	-1	6	-1.4	0
7	Cc1ccc(-n2c(SCC(=O)NCCN3C(=O)CSC3=O)nnc2-c2ccccc2)cc1C	4	1	-11	7	0	-11	8	-0.8	-2
8	COc1cc(-c2n[nH]c(=O)o2)cc(OC)c1OC	-4	9	-24	4	-15	2	3	4.3	2
9	c1ccc2c(c1)CNC1(CCCCC1)C2	-5	5	-8	10	3	-11	-3	0.9	0
10	COc1cc(C(=O)Nc2ccc(NC(=O)C3CC3)nc2)cc(OC)c1OC	0	-1	-9	2	-10	7	8	1.8	-3
11	COC(=O)NCc1cc2cc(Cl)ccc2[nH]1	1	3	9	15	7	0	3	-2.3	8
12	O=C(C[n+]1ccc2c(c1)nnn2-c1ccccc1)c1ccc(Cl)cc1	3	x	12	23	25	11	-3	-0.5	-1
13	Cc1ccc(OCC(=O)Nc2ccc(F)cc2)c([N+](=O)[O-])n1	0	3	-26	2	-8	-9	4	1.4	0
14	O=C1c2ccccc2-c2onc3ccc(Oc4ccccc4)c1c23	-1	-1	-13	1	-2	0	3	2.0	-9
15	CC1CCC(NC(=O)Cn2cc3c(n2)CCCC3)CC1 (configuration not stated)	-1	2	-12	9	16	-2	9	-1.7	-1
16	CCCNC(=O)c1ccc(CN2CCc3ccccc3C2)cc1	-4	-2	-5	4	-21	0	-4	1.2	-3
17	COc1ccc(-n2c(C)cc(/C=N/Nc3nnc(C)n3N)c2C)cc1	16	-2	26	-2	-9	-3	5	-3.0	7
18	CCCC1C2CN(C(C)=O)CC=C2C(C#N)=C(N)C1(C#N)C#N (configuration not stated)	-2	1	-13	4	14	-7	5	-0.2	4
19	COc1ccc(C(=O)NCCSCc2ccccc2)cc1OC	0	2	-20	1	12	-10	4	-1.6	1
20	COc1ccc(NC(=O)Nc2ccc(OC)cc2)cc1	-5	-3	16	-6	7	-8	-1	1.3	1
21	Cc1ccc(-n2nc3c(SCCN4CCOCC4)nnc(C)c3c2C)cc1	-1	1	-12	-1	-20	-6	3	0.7	-2
22	O=C(/C=C/c1cn(CC(O)CN2CCCCC2)c2ccccc12)c1ccccc1 (configuration not stated)	1	x	13	-16	-5	-3	0	1.1	-18
23	Cc1noc(C)c1-c1nc(CSc2ccc(Cl)cc2)no1	-6	x	-5	-25	-13	4	3	0.2	0
24	Cc1ccc(-c2nc3ccccc3[nH]2)cc1NC(=O)c1ccco1	0	9	-24	5	-10	1	5	-2.1	2
25	COc1ccc(CN2CCC(C(=O)NCCc3ccc(OC)c(OC)c3)CC2)c(OC)c1	-4	4	-12	4	1	2	2	-3.7	3
26	Cc1cc(Br)ccc1NC(=O)C(C)c1ccc([N+](=O)[O-])cc1 (configuration not stated)	-1	15	-29	4	-3	-15	8	-0.8	0
27	CCOC(=O)C1=C(CS(=O)(=O)c2ccccc2)NC(=O)NC1c1ccccc1 (configuration not stated)	-2	0	-1	18	2	-10	-3	-0.2	-3
28	COc1ccc(S(=O)(=O)N2CCN(C(=O)c3cccs3)CC2)cc1	-3	-6	-8	4	-16	-5	1	-1.7	1
29	Cc1cc(C)nc(N2C(=O)CC(C(=O)O)NC2=NCCc2c[nH]c3ccccc23)n1 (configuration not stated)	-4	-13	1	13	-16	-3	-1	-2.6	-3
30	CCC[C@@H](NS(=O)(=O)c1ccc(C)cc1)C(=O)Oc1ccc2c3c(c(=O)oc2c1)CCC3	-2	1	-6	-4	11	-6	1	-0.3	10
31	O=C(NC(=S)N1CCCc2ccccc21)c1ccc(Br)cc1	-2	3	-25	3	-10	-6	7	1.7	3
32	CCC1=NN(C(=O)Cc2ccc([N+](=O)[O-])cc2)C(O)(c2ccncc2)C1 (configuration not stated)	5	-2	-8	-8	-20	-5	11	0.4	-2
33	O=C(CSCc1ccccc1)Nc1ccccc1C(=O)Nc1ccc(C(=O)O)cc1	-5	x	10	6	8	-8	3	1.1	0
34	CSc1nc(SCC(N)=O)c2c3c(sc2n1)CN(C)CC3	1	1	-5	-4	-18	-12	3	-1.1	-2
35	CCOc1ccc(/C=N/NC(=O)c2ccc(CSc3nc4ccccc4[nH]3)cc2)cc1	4	5	-4	-9	-24	-17	8	1.1	0
36	C=CCNC(=S)Nc1nc2c(cc1C(=O)OCC)CCCC2	0	7	-9	3	5	2	6	0.2	2
37	CC(C)C(=O)NC(=S)Nc1ccccc1C(F)(F)F	-4	1	-33	5	-12	1	1	3.7	-4
38	CC(C)CC(NC(=O)C(NC(=O)C1OC2OC(C)(C)OC2C2OC(C)(C)OC12)C(C)C)C(=O)O (configuration not stated)	0	1	-24	3	24	5	5	4.1	0
39	COc1ccc(Cn2nnnc2C(c2cccs2)N2CCSCC2)cc1 (configuration not stated)	3	6	-6	-6	-4	6	8	0.3	1
40	COc1cc(C(=O)NCCC(C)C)ccc1OCc1ccc(Cl)cc1Cl	0	7	-8	1	10	-1	5	1.0	11
41	Cc1nc2ncnn2c(C)c1CCC(=O)N1CCN(C(=O)c2ccco2)CC1	4	8	25	-18	0	-7	6	-1.0	0
42	COc1ccc(/C=N/NC(=O)c2cccc(NC(C)=O)c2)c(C(=O)O)c1OC	1	1	-18	1	-13	-10	5	4.1	0
43	COc1ccc(CC(=O)NCc2ccccn2)cc1OC	-1	-2	3	6	-14	-5	2	1.2	x
44	CN1CCN(c2ccc(Cl)cc2NS(=O)(=O)c2ccccc2Cl)CC1	-2	3	-5	-4	1	-4	2	-0.9	1
45	O=C(NCCN1CCOCC1)C1CCN(Cc2ccccc2O)CC1	1	-1	-4	2	4	-5	3	0.5	2
46	c1ccc(Nc2ccnc(Nc3ccccc3)n2)cc1	7	x	17	4	-3	-3	-1	-0.5	-1
47	CC1(O)N(Cc2ccccc2)C(=O)OC12CCCCC2 (configuration not stated)	-6	-1	0	13	16	-6	-4	2.0	-1
48	CCc1ccc(NC(=O)c2ccc3c(=O)n4c(nc3c2)CCCCC4)cc1	-2	x	8	-2	-14	-9	3	0.1	-5
49	CCN(CCNC(=O)CN(C)S(=O)(=O)c1cccc2nsnc12)c1ccccc1	-3	1	-2	5	9	-8	3	3.4	4
50	O=C1/C(=C/c2ccccn2)COc2ccccc21	-4	-5	7	-2	5	-4	-3	-1.9	1

# The listing continues.
nr	SMILES	Ba/F3 V617F tox	NPY-Y1 antag	S1P4 antag	NPY-Y2 PAM-ag	NPY1 pot ag	RBBP9 inh	BaF3 tox	S1P4 ag	Runt-CBFb FRET
51	CC(C)Cc1oc(C(=O)O)cc1CN1CCOCC1	-1	1	-11	1	-19	-7	2	-0.7	2
52	Cn1nc(-c2ccc(Cl)cc2)cc1NC(=O)CSCC(=O)O	-4	x	-10	-7	-4	4	2	-1.9	1
53	Cc1ccc(S(=O)(=O)CCN2CCC(n3cccc3)CC2)cc1	-7	x	1	13	1	9	0	0.5	1
54	CCOc1ccc(S(=O)(=O)N2CCc3cc(OC)c(OC)cc3C2)cc1	1	0	16	-4	-18	-8	3	0.7	-2
55	CCOc1cc(-c2c(C)c(C)nc(N)c2C#N)ccc1O	0	2	-6	9	-8	-1	2	-0.6	-3
56	c1ccc(Cn2c(NCc3ccncc3)nc3ccccc32)cc1	3	-3	-7	-16	-19	-15	1	-0.1	x
57	Cc1ccc(NC(=O)C[n+]2ccn(C3=C([O-])c4ccccc4C3=O)c2)cc1	1	-2	-16	11	-23	3	6	0.4	-2
58	CC(C)Oc1cccc(-c2cc(C(=O)N3CCN(S(C)(=O)=O)CC3)c3ccccc3n2)c1	3	6	-1	8	10	-7	4	-0.1	-9
59	CCCCOC(=O)Oc1ccc2c(=O)c(Oc3cc(C)cc(C)c3)coc2c1	-2	2	-8	-1	16	-7	4	0.3	0
60	C=CCOc1c(CNc2cccc(C(=O)O)c2)cccc1OC	-1	0	3	5	15	-11	3	1.5	1
61	O=C(c1ccc(C(F)(F)F)cc1)C1CCCN(C(=O)CCc2cnccn2)C1 (configuration not stated)	-1	-2	4	-11	-12	-3	4	0.9	-1
62	Cc1nc(CNC(=O)c2cc(COc3ccc(F)cc3Cl)on2)cs1	4	8	13	-27	2	-2	12	-2.8	0
63	Cn1c(SC/C=C/c2ccccc2)nnc1-c1cnccn1	-3	8	-15	-4	-43	4	0	3.0	2
64	CC(NC(=O)COC(=O)C1CSC2(C)CCC(=O)N12)C12CC3CC(CC(C3)C1)C2 (configuration not stated)	0	16	-4	-2	-5	-7	5	-0.2	-2
65	Cc1c(NC(=O)c2ccc3c(c2)OCO3)cccc1-c1nc2ncccc2o1	2	3	13	-2	13	-9	5	-4.1	2
66	Cc1ccccc1OC(C)c1nc(-c2ccccc2)no1 (configuration not stated)	0	3	6	0	-12	1	2	1.4	-2
67	COc1ccc(C(c2nnnn2CS(=O)(=O)c2ccc(C)cc2)N2CCN(Cc3ccccc3)CC2)cc1 (configuration not stated)	-3	5	3	-2	-35	-6	2	-0.1	x
68	CCOC(=O)N/N=C/c1ccc(OC)c(O)c1	5	7	4	-28	-15	-1	8	0.7	0
69	COc1ccc(-c2nn(C)c(=O)[nH]2)cc1	2	x	12	-21	17	2	-9	1.4	2
70	COc1cccc(C(=O)NC(C)C(c2cccs2)N2CCN(C)CC2)c1 (configuration not stated)	5	-1	-4	3	-6	1	3	3.0	0
71	FC(F)(F)Sc1ccc(NC(=S)NCc2ccccc2)cc1	-3	x	-4	6	14	-14	2	-0.1	-1
72	O=C(CN(c1ccc(Cl)cc1)S(=O)(=O)c1ccc(Cl)c([N+](=O)[O-])c1)NCCc1ccccc1	0	0	-17	10	22	3	9	0.0	2

# Part of the list above, screen by screen:
42) COc1ccc(/C=N/NC(=O)c2cccc(NC(C)=O)c2)c(C(=O)O)c1OC
43) COc1ccc(CC(=O)NCc2ccccn2)cc1OC

Assay by compound | 42 | 43
Ba/F3 V617F tox | 1 | -1
NPY-Y1 antag | 1 | -2
S1P4 antag | -18 | 3
NPY-Y2 PAM-ag | 1 | 6
NPY1 pot ag | -13 | -14
RBBP9 inh | -10 | -5
BaF3 tox | 5 | 2
S1P4 ag | 4.1 | 1.2
Runt-CBFb FRET | 0 | x
